# Bioassay records deposited in PubChem by University of Kansas High Throughput Screening Laboratory.
# mHTT-CaM PPI inh – mutant huntingtin-calmodulin interaction inhibitors – biochemical, AlphaScreen, primary screen. P42858. AlphaScreen His-mHTT/GST-CaM binding, luminescence. inhibition, % at 15 µM. hit rate 3.6% among 190,000;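 note: 0% = both proteins with DMSO and 100% = one protein alone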
# Target sequence (P42858 whole entry, looked up, stated change not applied): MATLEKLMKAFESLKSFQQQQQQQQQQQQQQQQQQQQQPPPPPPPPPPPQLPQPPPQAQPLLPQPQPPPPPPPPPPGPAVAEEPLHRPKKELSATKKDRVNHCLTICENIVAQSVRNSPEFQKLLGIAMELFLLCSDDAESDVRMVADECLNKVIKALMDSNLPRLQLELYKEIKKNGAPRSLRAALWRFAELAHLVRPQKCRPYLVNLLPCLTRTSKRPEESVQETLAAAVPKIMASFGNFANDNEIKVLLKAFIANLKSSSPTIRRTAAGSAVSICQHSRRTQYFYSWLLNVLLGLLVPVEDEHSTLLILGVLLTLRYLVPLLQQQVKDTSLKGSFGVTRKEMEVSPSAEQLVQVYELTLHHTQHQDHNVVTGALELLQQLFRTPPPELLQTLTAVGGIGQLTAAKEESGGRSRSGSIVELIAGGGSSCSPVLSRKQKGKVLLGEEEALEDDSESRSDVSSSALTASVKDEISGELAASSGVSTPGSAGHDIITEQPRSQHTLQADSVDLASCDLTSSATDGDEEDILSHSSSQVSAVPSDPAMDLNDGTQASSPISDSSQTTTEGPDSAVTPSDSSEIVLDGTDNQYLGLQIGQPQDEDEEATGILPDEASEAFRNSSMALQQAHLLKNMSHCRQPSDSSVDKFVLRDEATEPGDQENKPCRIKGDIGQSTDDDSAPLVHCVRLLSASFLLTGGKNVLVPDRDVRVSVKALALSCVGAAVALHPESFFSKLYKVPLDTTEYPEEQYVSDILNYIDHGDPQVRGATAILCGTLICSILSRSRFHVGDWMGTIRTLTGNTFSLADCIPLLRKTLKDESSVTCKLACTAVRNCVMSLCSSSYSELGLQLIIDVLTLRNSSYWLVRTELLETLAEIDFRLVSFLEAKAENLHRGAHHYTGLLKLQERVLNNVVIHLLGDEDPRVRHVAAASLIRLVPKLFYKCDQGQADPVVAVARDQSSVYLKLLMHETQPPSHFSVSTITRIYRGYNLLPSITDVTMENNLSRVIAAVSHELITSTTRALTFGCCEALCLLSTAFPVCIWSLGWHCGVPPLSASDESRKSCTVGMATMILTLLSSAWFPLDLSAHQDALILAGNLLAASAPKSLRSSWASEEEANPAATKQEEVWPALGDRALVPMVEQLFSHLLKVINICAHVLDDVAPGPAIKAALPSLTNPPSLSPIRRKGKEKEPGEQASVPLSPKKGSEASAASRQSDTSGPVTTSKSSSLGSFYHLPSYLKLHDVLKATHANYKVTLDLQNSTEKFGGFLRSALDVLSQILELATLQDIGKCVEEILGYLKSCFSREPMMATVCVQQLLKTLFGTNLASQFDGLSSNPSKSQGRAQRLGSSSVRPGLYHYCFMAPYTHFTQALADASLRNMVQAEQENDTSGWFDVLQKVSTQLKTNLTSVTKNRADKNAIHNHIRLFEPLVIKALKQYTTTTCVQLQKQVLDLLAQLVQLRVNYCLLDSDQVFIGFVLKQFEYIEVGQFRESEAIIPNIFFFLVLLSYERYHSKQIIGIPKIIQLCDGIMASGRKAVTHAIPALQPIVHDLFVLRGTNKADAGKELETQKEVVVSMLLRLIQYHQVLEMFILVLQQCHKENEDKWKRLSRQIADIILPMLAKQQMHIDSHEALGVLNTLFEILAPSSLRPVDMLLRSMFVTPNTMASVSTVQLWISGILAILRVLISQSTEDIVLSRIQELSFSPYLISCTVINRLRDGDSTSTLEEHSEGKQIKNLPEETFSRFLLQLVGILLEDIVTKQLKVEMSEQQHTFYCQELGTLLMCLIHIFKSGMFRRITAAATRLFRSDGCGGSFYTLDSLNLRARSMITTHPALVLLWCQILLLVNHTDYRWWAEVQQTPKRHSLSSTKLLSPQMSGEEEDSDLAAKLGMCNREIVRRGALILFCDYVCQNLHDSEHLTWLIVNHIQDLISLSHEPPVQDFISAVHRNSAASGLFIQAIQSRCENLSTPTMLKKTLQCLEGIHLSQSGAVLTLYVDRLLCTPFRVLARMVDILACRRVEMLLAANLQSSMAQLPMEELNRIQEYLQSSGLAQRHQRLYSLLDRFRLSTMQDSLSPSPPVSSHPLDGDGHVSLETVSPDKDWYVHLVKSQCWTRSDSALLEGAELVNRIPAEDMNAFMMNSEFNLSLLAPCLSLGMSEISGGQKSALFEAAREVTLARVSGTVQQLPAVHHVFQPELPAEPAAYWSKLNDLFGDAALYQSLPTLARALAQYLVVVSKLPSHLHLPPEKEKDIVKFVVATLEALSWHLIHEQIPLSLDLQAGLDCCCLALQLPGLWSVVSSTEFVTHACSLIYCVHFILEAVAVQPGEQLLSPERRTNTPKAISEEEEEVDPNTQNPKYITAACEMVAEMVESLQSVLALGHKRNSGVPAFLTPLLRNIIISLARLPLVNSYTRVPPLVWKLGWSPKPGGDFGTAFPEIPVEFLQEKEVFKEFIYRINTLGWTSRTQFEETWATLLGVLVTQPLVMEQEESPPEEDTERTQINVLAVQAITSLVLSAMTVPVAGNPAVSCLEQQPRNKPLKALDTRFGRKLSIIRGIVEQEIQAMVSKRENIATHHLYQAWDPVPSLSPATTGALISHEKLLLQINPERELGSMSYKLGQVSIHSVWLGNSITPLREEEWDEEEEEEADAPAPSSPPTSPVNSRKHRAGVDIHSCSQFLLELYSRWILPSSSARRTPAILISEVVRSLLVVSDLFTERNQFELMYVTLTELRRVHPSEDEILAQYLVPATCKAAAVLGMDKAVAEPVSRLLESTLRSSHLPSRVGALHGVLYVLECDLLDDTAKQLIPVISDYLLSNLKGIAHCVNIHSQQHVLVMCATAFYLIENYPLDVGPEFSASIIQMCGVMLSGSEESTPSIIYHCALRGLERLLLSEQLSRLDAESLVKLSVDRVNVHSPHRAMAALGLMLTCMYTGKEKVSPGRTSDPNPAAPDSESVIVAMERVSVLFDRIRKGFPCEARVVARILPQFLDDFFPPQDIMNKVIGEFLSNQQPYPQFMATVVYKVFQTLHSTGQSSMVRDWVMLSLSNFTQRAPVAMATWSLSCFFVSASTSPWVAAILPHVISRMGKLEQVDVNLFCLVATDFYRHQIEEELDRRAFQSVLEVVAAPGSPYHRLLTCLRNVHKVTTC
# Pf apPOL inh – Pf-apPOL inhibitors, biochemical, fluorescence | Recombinant Pf-apPOL, molecular beacon fluorescence, 1.5 h | hit rate 0.25% among 210,000 | inhibition, % at 10 µM
# * hit, by the source's call; / = not tested or not shown; & = joins results of further samples. Cut-off read from the data, not from the text of the source: active = inhibition above about 50%; inactive = the rest. The list is partial, so the mix of outcomes need not match the whole.
SMILES,mHTT-CaM PPI inh,Pf apPOL inh
O=C1NC(=O)C(Cc2ccc(F)cc2)C(=O)N1,-6,-5
O=C(O)COc1c(Br)cc(C=C2C(=O)NC(=O)NC2=O)cc1Br,-1,-1
COc1ccc(CCNC2CCCCCCC2)cc1,-13,1
COc1ccccc1OCCCn1cc(C=O)c2ccccc21,-6,0
O=C(NC(Oc1ccccc1[N+](=O)[O-])C(Cl)(Cl)Cl)c1ccco1 (stereo not given),-8,-3
CC(=O)Nc1c2sscc-2n(C)c1=O,/,2
CCCN1CCC(N2CCC(O)CC2)CC1,-6,10
CCN(CC)C(=O)c1ccc(NC(=O)C2COc3ccccc3O2)cc1 (stereo not given),7,-5
O=C(CN1CCN(C(=O)c2ccco2)CC1)Nc1ccc(Cl)cc1C(=O)c1ccccc1,32,-6
O=[N+]([O-])c1ccccc1CN1CCN(Cc2ccccc2)CC1,1,-5
O=c1cccc2n1CC1CC2CN(C(=S)Nc2cccc(Br)c2)C1 (stereo not given),-1,-1
COc1cc(CN2CCN(c3cccc(Cl)c3)CC2)cc(Br)c1O,26,-8
COc1ccccc1CCNCc1cc(OC)c2c(c1)OCO2,89*,-7
CCN(CCNc1ccc([N+](=O)[O-])c2cccnc12)S(=O)(=O)c1ccccc1,4,3
CCOC(=O)[C@]12Cc3cc(OC)ccc3[C@H]1N(C1CCCCC1)C(=O)c1cc(OC)ccc12,31,-3
CCc1cc2c(cc1-c1cnc(Nc3ccccc3)s1)C(C)(C)CCC2(C)C,/,-4
Cc1ccccc1CN1CCN(c2ccc(F)cc2)CC1,-1,-6
COc1ccc(CN2CCN(c3ccccc3)CC2)cc1,5,1
COc1ccccc1N1CCN(Cc2cccc(F)c2)CC1,-2,-1
OC1(CCl)CN2CCC1CC2 (stereo not given),2,/

# 4 of the compounds above, with each value named.
> COc1ccccc1CCNCc1cc(OC)c2c(c1)OCO2
- mHTT-CaM PPI inh: 89*
- Pf apPOL inh: -7
> CCN(CCNc1ccc([N+](=O)[O-])c2cccnc12)S(=O)(=O)c1ccccc1
- mHTT-CaM PPI inh: 4
- Pf apPOL inh: 3
> CCOC(=O)[C@]12Cc3cc(OC)ccc3[C@H]1N(C1CCCCC1)C(=O)c1cc(OC)ccc12
- mHTT-CaM PPI inh: 31
- Pf apPOL inh: -3
> CCc1cc2c(cc1-c1cnc(Nc3ccccc3)s1)C(C)(C)CCC2(C)C
- mHTT-CaM PPI inh: /
- Pf apPOL inh: -4

# Later entries:
SMILES,mHTT-CaM PPI inh,Pf apPOL inh
Cc1cc(C)[n+]2cc(Br)ccc2n1,-12&-1,-9
COc1ccc(Cl)cc1NC(=O)CN1C(=O)C(C)N=C(c2ccccc2)c2ccccc21 (stereo not given),2,-6
O=c1c2ccccc2nc(/C=C/c2ccc(Cl)cc2)n1-c1ccccc1,0,-18
Cc1csc(C(=O)NCC#CCN2CCCC2)c1,-5,-2
COC(=O)CCCc1[se]c2ccccc2c1I,-44,-6
CCc1ccc(CN2CCN(C)CC2)cc1,-1,12
Clc1ccc(CCNCc2ccncc2)cc1,-3,0
COc1ccccc1N1CCN(Cc2ccc(N(C)C)cc2)CC1,16,9
CCCCC1CN(C)CCC1(O)c1ccccc1 (stereo not given),-4,2
O=C1C2CCCN2C(c2cccnc2)N1c1ccc(Cl)cc1 (stereo not given),11,-3
O=C(Cc1c[nH]c2ccccc12)N1CCCN(C2CCN(Cc3ccc(F)cc3)C2=O)CC1 (stereo not given),45,2
COc1ccc(CC(C)NCc2ccc(Br)cc2)cc1 (stereo not given),-5,-4
Cc1ccccc1N1CCN(Cc2ccc(O)cc2)CC1,-3,1
CCOC(=O)C1=C(N)Oc2c(oc(CO)cc2=O)C12C(=O)N(CC(N)=O)c1ccccc12 (stereo not given),-4,5
O=[N+]([O-])/C=C/c1c[nH]c2ccccc12,39,10
Cc1ccccc1N1CCN(Cc2cccc(Br)c2)CC1,-20,-14
O=C(Nc1ccccc1C(F)(F)F)c1cc2cccnc2n(Cc2ccccc2)c1=O,-7,-4
COc1ccc(CN2CCN(C)CC2)cc1,-6,-5
CCc1c(C(=O)O)nnn1Cc1ccccc1,-6,-3
COc1ccc2[nH]c3c(c2c1)CCNC3,/,-6
Cc1ccccc1C=C1Oc2cc(OC(=O)N(C)C)ccc2C1=O,19,-11
CC(C)=C1CC2C3CCC4CCCCC4(C)C3CCC2(C)C1O (stereo not given),20,-2
NCC1OC(OC2C(N)CC(N)C(O)C2O)C(N)C(O)C1O (stereo not given),/,-10
COc1ccc2c(c1)C1(CCN(C(=O)c3ccccc3C)C1)C(=O)N2 (stereo not given),2,-2
c1ccc(C[N+]23CN4CN(CN(C4)C2)C3)cc1,/,-6
CS(=O)(=O)OCCN1CCN(S(C)(=O)=O)CC1,/,-8
COc1ccc(CC(=O)N2CCC3(C2)C(=O)Nc2ccc(OC)cc23)c(Cl)c1 (stereo not given),17,1
CN(C)Cc1cc(Cl)ccc1OC(=O)N(C)C,-3,-1
CN1C(=O)CN=C(c2ccccc2)c2cc(Br)ccc21,22,-7
CCOC(=O)Cc1csc(NC(=O)c2cccn(Cc3ccccc3Cl)c2=O)n1,-10,-2

# In a second layout: entries from further up.
compound | mHTT-CaM PPI inh | Pf apPOL inh
NCC1OC(OC2C(N)CC(N)C(O)C2O)C(N)C(O)C1O (stereo not given) | / | -10
COc1ccc2c(c1)C1(CCN(C(=O)c3ccccc3C)C1)C(=O)N2 (stereo not given) | 2 | -2
c1ccc(C[N+]23CN4CN(CN(C4)C2)C3)cc1 | / | -6
CS(=O)(=O)OCCN1CCN(S(C)(=O)=O)CC1 | / | -8
COc1ccc(CC(=O)N2CCC3(C2)C(=O)Nc2ccc(OC)cc23)c(Cl)c1 (stereo not given) | 17 | 1
CN(C)Cc1cc(Cl)ccc1OC(=O)N(C)C | -3 | -1
CN1C(=O)CN=C(c2ccccc2)c2cc(Br)ccc21 | 22 | -7

# Next section
SMILES,mHTT-CaM PPI inh,Pf apPOL inh
COc1ccccc1CCNCc1ccc(C(F)(F)F)cc1,-13,-58
CCCC[n+]1cc(=N)o[n-]1,1,/
CN(C)CC#Cc1ccc(C=C(C#N)C#N)cc1,/,-15
CC12CCC(OC(=O)c3ccccc3)CC1=CCC1C2CCC2(C)C(OC(=O)c3ccccc3)CCC12 (stereo not given),-3,-10
COc1cccc(N2CCNCC2)n1,-2,/
O=c1cccc2n1CC1CC2CN(C(=S)Nc2ccccc2)C1 (stereo not given),-4,0
CC12CN3CC(C)(CN(C1)C31CCOCC1)C2=O,-4,-2
Nc1n[nH]c(Cc2nc(N)n[nH]2)n1,-2&5,-11
CC(C)CCNC(=O)CN1C(=O)C(C)N=C(c2ccccc2)c2ccccc21 (stereo not given),5,-17
CC1(C)Cc2cccc(OCC(=O)N3CCN(CCn4cccn4)CC3)c2O1,-11,-4

# Fetched by compound from the list above (six):
SMILES,mHTT-CaM PPI inh,Pf apPOL inh
CC(C)=C1CC2C3CCC4CCCCC4(C)C3CCC2(C)C1O (stereo not given),20,-2
Cc1ccccc1N1CCN(Cc2ccc(O)cc2)CC1,-3,1
CC12CN3CC(C)(CN(C1)C31CCOCC1)C2=O,-4,-2
COc1ccccc1CCNCc1cc(OC)c2c(c1)OCO2,89*,-7
O=C(NC(Oc1ccccc1[N+](=O)[O-])C(Cl)(Cl)Cl)c1ccco1 (stereo not given),-8,-3
CC(C)CCNC(=O)CN1C(=O)C(C)N=C(c2ccccc2)c2ccccc21 (stereo not given),5,-17

# (more compounds)
SMILES,mHTT-CaM PPI inh,Pf apPOL inh
CCN(CC)C(=O)c1ccc(NC(C)=O)cc1,-7,-10
CC12CCC3C(CC=C4CC(O)CCC43C)C1CC(=Cc1ccc(C(F)(F)F)cc1)C2=O (stereo not given),19,1
COc1cc(/C=C2\C(=O)NC(=O)N(c3ccc(C)cc3)C2=O)cc(OC)c1O,5,0
N#C/C(=C\c1ccc[se]1)C(N)=S,12,/
O=C(O)C(c1c(O)c2ccccc2oc1=O)c1c(O)c2ccccc2oc1=O,-1,3
COc1cc2c(cc1OC)C(C(=O)N(C)c1ccc(Cl)cc1)C1CCCCN1C2=O (stereo not given),7,1
C=CCN(C(=O)CN1C(=O)C(C)N=C(c2ccccc2)c2ccccc21)c1ccccc1 (stereo not given),11,-2
Cc1nc2c(c(-n3nc(N)c(C#N)n3)nn2C)c(C)c1Cl,0,/
Cc1ccccc1N1CCN(Cc2cccc(F)c2)CC1,-30,-5
CC(=O)N1N=C2C3CCN(CC3)C2C1c1ccc(Cl)c(Cl)c1 (stereo not given),6,-9
CN1CCc2cc3c(c4c2C1Cc1ccccc1-4)OCO3 (stereo not given),/,12
c1ccc2c(c1)[I+]c1ccccc1-2,/,-2
COc1nc(C)nc(NC(=O)NS(=O)(=O)c2ccccc2Cl)n1,1,-6
COc1cc(CN2CCN(Cc3ccccc3)CC2)ccc1O,1,-9
Cc1ccc(CN2CCN(C)CC2)cc1,-1,1
Fc1ccc(CN2CCN(c3cccc(Cl)c3)CC2)cc1,-13,-8
COc1ccc2c(c1)C1(CCN(C(=O)c3ccc(F)c(F)c3)C1)C(=O)N2C (stereo not given),6,-8
O=C1NC(=O)C(CCc2ccncc2)(CCc2ccncc2)C(=O)N1c1ccccc1,-5,-144
CNC(=O)ON=C(C)Cc1nnn(-c2cc(C)on2)n1,/,-10
O=c1c2ccccc2[nH]c(=S)n1-c1ccccc1,/,-5

# Some values from the list:
# CNC(=O)ON=C(C)Cc1nnn(-c2cc(C)on2)n1 in Pf apPOL inh: -10
# CN1CCc2cc3c(c4c2C1Cc1ccccc1-4)OCO3 (stereo not given) in Pf apPOL inh: 12
# O=C1NC(=O)C(CCc2ccncc2)(CCc2ccncc2)C(=O)N1c1ccccc1 in mHTT-CaM PPI inh: -5

# The results go on.
SMILES,mHTT-CaM PPI inh,Pf apPOL inh
COc1ccc(CN2CCN(c3cccc(OC)c3)CC2)cc1,3,-16
COc1ccc(CSC2C(C(=O)NNC(=O)c3ccc(Cl)cc3Cl)C3CCN2CC3)cc1 (stereo not given),/,-1
Fc1ccccc1N1CCN(Cc2ccc3c(c2)OCO3)CC1,-1,33
COCCN1CCC(N2CCCN(C(=O)COc3ccc(F)c(F)c3)CC2)C1=O (stereo not given),21,-2
CC1N=C(c2ccccc2)c2ccccc2N(CC(=O)Nc2ccc(N(C)C)cc2)C1=O (stereo not given),35,-24
CN1C(=O)NC(=O)/C(=C/c2cc(Br)c(OCC(=O)O)c(Br)c2)C1=O,2,0
COc1ccc(C=C2Oc3cc(OC(=O)N(C)C)ccc3C2=O)c(OC)c1OC,26,-8
Nc1nc(N)nc(N)n1,-6,/
COc1ccc(N2CCN(Cc3cccc([N+](=O)[O-])c3)CC2)cc1,8,-5
CC(C)(N)Cc1cc2ccccc2[nH]1,-1,-10
Cc1cc(OCC(=O)N(C)C)c2c3c(c(=O)oc2c1)CCCC3,1,-8
COc1ccc2c(c1)C1(CCN(C(=O)Nc3ccccc3F)C1)C(=O)N2 (stereo not given),6,-5
Nc1nonc1-c1nn[nH]n1,-4,/
COc1ccc(NC2=NCC(C)S2)cc1 (stereo not given),3,1
CNc1ccc(Br)cc1C(=O)c1ccccc1Cl,-23&15,0&-8
COc1ccc(/C=C/c2nc3ccccc3c(=O)n2-c2ccccc2[N+](=O)[O-])cc1,10,3
COc1cc2c(cc1OC)C1c3cc([N+](=O)[O-])ccc3Oc3cc(C#N)c(C#N)cc3N1CC2 (stereo not given),13,-2
COc1ccc2c(c1)C1(CCN(C(=O)Cc3ccccc3C)C1)C(=O)N2C (stereo not given),7,-4
CCc1ccc(CN2CCN(C(C)C)CC2)cc1,1,-3
Cc1ccccc1-n1c(/C=C/c2ccc([N+](=O)[O-])o2)nc2ccccc2c1=O,46,8
COc1ccc(Cl)cc1NC(=O)c1cccn(Cc2cc(C)ccc2C)c1=O,-6,7
CN(C)c1ccc(C2N(c3ccccn3)C(=O)C3CCCN32)cc1 (stereo not given),6,-10
Nc1ccc(C2(c3ccc(N)cc3)c3ccccc3-c3ccccc32)cc1,42,6
COc1ccccc1CN1CCN(c2cc(C)ccc2C)CC1,-9,0
Cc1ccc2c(CN3CC4CC(C3)c3cccc(=O)n3C4)cc(=O)oc2c1 (stereo not given),0,-1
Cc1ccc(CN2CCN(c3cccc(C)c3C)CC2)cc1,2,-4
O=C(Cc1ccc(F)cc1)N1CCN(Cc2nc(C3CC3)cs2)CC1,-10,-29
O=S(=O)(c1ccc(O)cc1)c1ccc(O)cc1,-3,8
